APOBEC3A inh: inhibitors of human APOBEC3A DNA deaminase | P31941 | inhibition, % at 20 µM | recombinant A3A, FAM/TAMRA ssDNA deamination fluorescence | AID 493011 | hit rate 0.41% among 330,000;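 active = at least 40% inhibition at 20 µM here, with at most 30% in a related deaminase screen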;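 note: plate controls were A3A with DMSO for no effect and wells lacking A3A enzyme for full effect; some results filed as inactive read as strong as hits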
Target sequence (P31941 whole entry, looked up): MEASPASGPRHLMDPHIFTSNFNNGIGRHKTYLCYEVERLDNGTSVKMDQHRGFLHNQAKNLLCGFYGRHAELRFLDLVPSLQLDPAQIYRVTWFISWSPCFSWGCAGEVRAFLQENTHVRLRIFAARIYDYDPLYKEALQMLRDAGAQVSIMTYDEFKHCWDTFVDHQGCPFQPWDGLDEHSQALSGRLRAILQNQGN
mIAP inh: blocks mouse intestinal alkaline phosphatase; purified mouse IAP, CDP-Star luminescence, 30 min; inhibition, % at 10 µM; hit rate 0.2% among 330,000;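 active = inhibition of at least 40% at 10 µM in the primary screen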;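 note: plate controls were DMSO with enzyme for no effect and no enzyme wells for full effect; values of inactives mirror those of a sister screen read the other way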
hIAP act: increases human intestinal alkaline phosphatase activity | AID 2524 | hit rate 0.16% among 330,000 | purified human IAP, CDP-Star luminescence, 30 min; active compounds read high; 1 = vehicle-only enzyme, 0 = enzyme-free background | activation factor at 10 µM;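 active = activation factor of the enzyme at least 2-fold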; note: the source names both 10 and 20 µM as test concentration; values of inactives mirror those of a sister screen read the other way
hIAP inh: blocks human intestinal alkaline phosphatase; P09923; purified IAP, CDP-Star luminescence, 30 min; inhibition, % at 10 µM; hit rate 0.12% among 330,000; AID 2544;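 active = inhibition reaching a set limit with compound at 10 µM in the primary screen, cut at about 35% in these data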;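 note: plate controls were DMSO wells with enzyme for no effect and no-enzyme buffer wells for full effect; values of inactives mirror those of a sister screen read the other way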
mIAP activ: increases mouse intestinal alkaline phosphatase activity; activation factor at 10 µM; muIAP, CDP-Star luminescence, 30 min; active compounds read high; 1 = vehicle-only enzyme signal, 0 = enzyme-free wells; hit rate 0.24% among 330,000; AID 2805;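 active = activation factor of at least 2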; note: the source names both 10 and 20 µM as test concentration; values of inactives mirror those of a sister screen read the other way
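Assay system: mouse IAP enzyme / Compound: DMSO-dissolved test compounds / Timing: 30 min, room temperature / Measured by: luminescence from enzymatic CDP-Star hydrolysis / Control set: DMSO-only wells, enzyme-free buffer wells as negative control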
ATG4B inh: ATG4B (human) cysteine protease inhibition; ATG4B cleavage of LC3-PLA2, NBD-HPC fluorescence, 1 h; inhibition, % at 8.33 µM; hit rate 0.51% among 340,000; Q9Y4P1; in the data active = inhibition above about 40%
Target sequence (Q9Y4P1 whole entry, looked up): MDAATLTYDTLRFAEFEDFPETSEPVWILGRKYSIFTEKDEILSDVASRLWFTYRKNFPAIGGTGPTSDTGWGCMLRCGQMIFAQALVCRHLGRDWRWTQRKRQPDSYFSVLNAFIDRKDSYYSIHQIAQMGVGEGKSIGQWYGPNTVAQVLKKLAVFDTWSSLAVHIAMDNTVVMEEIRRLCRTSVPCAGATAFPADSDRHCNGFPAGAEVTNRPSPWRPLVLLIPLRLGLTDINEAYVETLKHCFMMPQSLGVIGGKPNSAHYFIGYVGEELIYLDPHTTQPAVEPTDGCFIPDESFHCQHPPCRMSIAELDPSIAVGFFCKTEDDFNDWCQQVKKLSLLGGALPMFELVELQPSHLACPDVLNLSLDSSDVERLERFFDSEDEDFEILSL
PfG6PD inh: PfG6PD (Plasmodium falciparum) enzyme inhibition | hit rate 0.78% among 350,000 | PfGluPho enzyme, NADPH resazurin-diaphorase fluorescence | inhibition, % at 20 µM;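 active = inhibition reaching at least a set limit at 20 µM in the primary screen, cut at about 59% in these data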;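 note: 0% = DMSO wells with substrate and 100% = DMSO wells lacking glucose-6-phosphate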
HKDC1 inhibitor: HKDC1 (human) hexokinase inhibition | hit rate 0.16% among 340,000 | inhibition, % at 20 µM | recombinant HKDC1, G6PDH/diaphorase resazurin coupled fluorescence | Q2TB90;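 active = inhibition above about 35% when tested at 20 µM, limit read from the data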;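 note: plate controls were DMSO wells with enzyme for no effect and DMSO wells lacking enzyme for full effect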
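Material – in-house recombinant HK5 (HKDC1) enzyme · Quantity – HKDC1 at 5 µg/mL · Buffer or medium – pH 8.0 Tris buffer with 10 mM MgCl2 · Reagent – glucose with 1 mM ATP · Dosing – single 20 µM dose · Times – reaction time 90 min, room temperature, protected from light · Technique – resorufin fluorescence at 613 nm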
* marks the source's active call; other numbers are inactive results; x = no result given.

No.	APOBEC3A inh	mIAP inh	hIAP act	hIAP inh	mIAP activ	ATG4B inh	PfG6PD inh	HKDC1 inhibitor	compound
1	4.9	11.8	0.97	3.0	0.882	4.5	1.9	2.3	Cc1cc(=O)oc(C)c1C(=O)OC(C(=O)c1ccccc1)c1ccccc1 (stereo not given)
2	-6.7	-11.6	1.15	-14.9	1.11	-7.8	5.2	6.6	COC(=O)c1ccccc1NC(=O)CSc1nnnn1C
3	-4.2	14.6	1.16	-16.3	0.854	-17.3	0.3	-2.0	C#CCn1c(=NC(=O)c2ccc(S(=O)(=O)N3CCCc4ccccc43)cc2)sc2cc(S(N)(=O)=O)ccc21
4	-1.3	-2.3	0.944	5.6	1.02	-0.2	-4.7	-0.4	COc1ccc(C(=O)COC(=O)c2ccc(Cl)nc2)cc1OC
5	-4.3	-9.5	1.14	-13.6	1.09	-12.9	3.5	-11.9	O=C(CSc1nnc(-c2ccccc2Cl)o1)Nc1ccccn1
6	0.1	1.7	0.991	1.0	0.983	33.0	1.5	-8.3	Cc1ccc(CNC(=O)c2sccc2-n2cccc2)cc1
7	0.6	5.1	1.04	-4.3	0.949	-1.6	-12.0	-3.7	Cc1ccc(S(=O)(=O)N2CCOC23CCN(S(=O)(=O)c2cccs2)CC3)cc1
8	-1.0	4.0	1.01	-1.4	0.96	-4.5	-3.5	-3.8	CNC(=O)NC(=O)COC(=O)c1ccccc1OCc1ccccc1
9	22.6	-0.2	1.1	-9.6	1	-17.8	48.7	1.7	CCCN1C(=O)S/C(=C/c2ccc(N3CCOCC3)o2)C1=O
10	-1.7	2.4	0.906	9.4	0.976	2.4	-6.5	-2.3	CCC1S/C(=N/C(=O)NC2CCCCC2)NC1=O (stereo not given)

More results:
No.	APOBEC3A inh	mIAP inh	hIAP act	hIAP inh	mIAP activ	ATG4B inh	PfG6PD inh	HKDC1 inhibitor	compound
11	-0.5	-10.9	1.06	-6.3	1.11	-3.8	-15.9	0.7	CCOc1ccc(S(=O)(=O)N2CCCC(C(=O)N3CCN(CC)CC3)C2)cc1Cl (stereo not given)
12	-1.8	-3.8	1.15	-14.5	1.04	-9.6	3.0	-6.2	CCN1CC(CN(C)Cc2nc(COc3ccccc3)no2)CC1=O (stereo not given)
13	3.1	-10.9	0.869	13.1	1.11	-16.6	12.2	13.2	O=C(CNc1cccc(S(=O)(=O)N2CCCC2)c1)Nc1ccc(C(F)(F)F)cc1
14	2.9	1.7	1.15	-14.9	0.983	-11.3	38.2	-5.5	COc1ccc(NC(=O)c2cccnc2NCCc2ccccc2)cc1
15	-1.6	-1.2	1.12	-12.3	1.01	-1.3	-0.5	-4.9	CCOc1ccc(CNc2nnnn2C)cc1
16	-1.7	5.3	0.911	8.9	0.947	4.0	-13.6	0.3	COc1ccc(-c2nnc(SCc3ccccn3)n2C)cc1
17	33.7	8.4	0.962	3.8	0.916	-22.4	102.5*	12.5	COc1ccc(N2CSC3=C(C#N)C(c4cc(OC)c(OC)cc4OC)CC(=O)N3C2)c(OC)c1 (stereo not given)
18	-2.9	8.6	1.07	-6.6	0.914	-11.6	1.5	-1.1	Cc1ccc(S(=O)(=O)N2CCCCC2)cc1C(=O)NCCc1ccccc1
19	-1.8	2.8	0.714	28.6	0.972	-7.0	0.8	-7.7	O=C(NCc1cccc(F)c1)C1CCC(=O)N(CCc2cccc(F)c2)C1 (stereo not given)
20	-3.7	0.2	0.805	19.5	0.998	4.0	12.0	25.4	Cc1cc2nn(-c3cccc4ccccc34)nc2cc1N

Exported with values under each structure: entries from further up
Every second line gives: APOBEC3A inh | mIAP inh | hIAP act | hIAP inh | mIAP activ | ATG4B inh | PfG6PD inh | HKDC1 inhibitor
[6] Cc1ccc(CNC(=O)c2sccc2-n2cccc2)cc1
    0.1 | 1.7 | 0.991 | 1.0 | 0.983 | 33.0 | 1.5 | -8.3
[7] Cc1ccc(S(=O)(=O)N2CCOC23CCN(S(=O)(=O)c2cccs2)CC3)cc1
    0.6 | 5.1 | 1.04 | -4.3 | 0.949 | -1.6 | -12.0 | -3.7
[8] CNC(=O)NC(=O)COC(=O)c1ccccc1OCc1ccccc1
    -1.0 | 4.0 | 1.01 | -1.4 | 0.96 | -4.5 | -3.5 | -3.8
[9] CCCN1C(=O)S/C(=C/c2ccc(N3CCOCC3)o2)C1=O
    22.6 | -0.2 | 1.1 | -9.6 | 1 | -17.8 | 48.7 | 1.7
[10] CCC1S/C(=N/C(=O)NC2CCCCC2)NC1=O (stereo not given)
    -1.7 | 2.4 | 0.906 | 9.4 | 0.976 | 2.4 | -6.5 | -2.3
[11] CCOc1ccc(S(=O)(=O)N2CCCC(C(=O)N3CCN(CC)CC3)C2)cc1Cl (stereo not given)
    -0.5 | -10.9 | 1.06 | -6.3 | 1.11 | -3.8 | -15.9 | 0.7
[12] CCN1CC(CN(C)Cc2nc(COc3ccccc3)no2)CC1=O (stereo not given)
    -1.8 | -3.8 | 1.15 | -14.5 | 1.04 | -9.6 | 3.0 | -6.2
[13] O=C(CNc1cccc(S(=O)(=O)N2CCCC2)c1)Nc1ccc(C(F)(F)F)cc1
    3.1 | -10.9 | 0.869 | 13.1 | 1.11 | -16.6 | 12.2 | 13.2
[14] COc1ccc(NC(=O)c2cccnc2NCCc2ccccc2)cc1
    2.9 | 1.7 | 1.15 | -14.9 | 0.983 | -11.3 | 38.2 | -5.5
[15] CCOc1ccc(CNc2nnnn2C)cc1
    -1.6 | -1.2 | 1.12 | -12.3 | 1.01 | -1.3 | -0.5 | -4.9
[16] COc1ccc(-c2nnc(SCc3ccccn3)n2C)cc1
    -1.7 | 5.3 | 0.911 | 8.9 | 0.947 | 4.0 | -13.6 | 0.3
[17] COc1ccc(N2CSC3=C(C#N)C(c4cc(OC)c(OC)cc4OC)CC(=O)N3C2)c(OC)c1 (stereo not given)
    33.7 | 8.4 | 0.962 | 3.8 | 0.916 | -22.4 | 102.5* | 12.5

Going on with the list.
No.	APOBEC3A inh	mIAP inh	hIAP act	hIAP inh	mIAP activ	ATG4B inh	PfG6PD inh	HKDC1 inhibitor	compound
21	0.9	-1.0	1.03	-3.5	1.01	-2.1	-5.7	0.4	CCc1nnc(NC(=O)CC(C)c2ccccc2)s1 (stereo not given)
22	-1.4	12.3	0.798	20.2	0.877	-17.7	6.4	2.0	COc1ccccc1NS(=O)(=O)c1cc(NC(=O)c2cccs2)ccc1N1CCOCC1
23	-2.5	4.6	0.933	6.7	0.954	x	x	x	Cc1ccc(/C=C/C(=O)Oc2ccc(C#N)cc2)o1
24	-2.1	1.6	1.03	-2.7	0.984	-11.9	-3.3	-3.8	Cc1cccc(CN2C3=NCCCN3c3ccccc32)c1
25	-3.0	-1.2	1.33	-33.4	1.01	-4.6	-1.7	-4.9	CCC(CC)C(=O)N(c1ccc(F)cc1)C1C=CS(=O)(=O)C1 (stereo not given)
26	-0.5	-49.8	1.17	-16.7	1.5	-10.5	56.0	-7.2	NS(=O)(=O)c1ccc(NC(=S)NCc2ccc(Cl)cc2)cc1
27	1.1	-6.6	1.18	-18.2	1.07	-5.3	-19.8	-11.2	CCCS(=O)(=O)N1CCC(C(=O)NCCN2CCC(Cc3ccccc3)CC2)CC1
28	-4.5	-1.2	1.1	-9.6	1.01	6.4	-8.8	-6.2	c1ccc(CCc2nc3ccccc3[nH]2)cc1
29	0.7	-5.8	1.01	-0.9	1.06	-9.7	-3.0	-5.6	O=C(NCCNCCO)C1(C(F)(F)F)C/C(=C\CCO)CCCO1 (stereo not given)
30	-1.2	0.3	1.15	-14.9	0.997	-0.5	10.0	-5.2	Cc1cc(C(=O)CCC(=O)N(C)CC(=O)Nc2ccccc2Br)c(C)s1

The list continues:
No.	APOBEC3A inh	mIAP inh	hIAP act	hIAP inh	mIAP activ	ATG4B inh	PfG6PD inh	HKDC1 inhibitor	compound
31	2.7	9.4	0.879	12.1	0.906	12.0	12.3	-10.9	N/C(=N\OC(=O)c1ccccc1Cl)c1ccccc1
32	0.0	12.3	1.09	-8.9	0.877	3.5	6.1	-0.3	CC(=O)c1ccc(NC(=O)c2ccc(NC(=O)CCS(=O)(=O)c3cccs3)cc2)cc1
33	-5.7	-3.0	0.967	3.3	1.03	5.4	-2.3	-1.6	COc1cc(C(CCN2CCN(c3ccccc3)CC2)c2c(OC)cc(OC)c3ccc(=O)oc23)cc(OC)c1OC (stereo not given)
34	-1.3	-1.3	0.973	2.7	1.01	0.5	-2.3	-3.9	CC(NC(=O)c1ccco1)C(=O)OCc1cccc(C(F)(F)F)c1 (stereo not given)
35	1.2	2.1	0.996	0.4	0.979	16.9	7.1	-10.2	Cc1c([N+](=O)[O-])cc(C(=O)NCc2ccc(F)cc2)cc1[N+](=O)[O-]
36	-2.6	2.5	1.15	-15.3	0.975	-0.1	-18.5	13.8	CCOC(=O)N1CCN(C(=O)CSc2nc(CC)nc3c2c(=O)n(C)c(=O)n3C)CC1
37	-0.9	-5.5	0.932	6.8	1.05	-0.5	-1.1	-2.8	Cc1nn2c(=O)cc(CSCC(=O)Nc3ccccc3F)nc2s1
38	-6.2	-4.1	0.815	18.5	1.04	-1.4	-3.1	-6.0	O=S(=O)(/N=C(\Nc1ccc(F)cc1)C(F)(F)F)c1ccccc1
39	1.1	-2.3	1.02	-2.5	1.02	0.1	3.1	-3.2	COc1cccc(/C=C(/C(=O)OCC(N)=O)c2ccccc2)c1
40	1.2	10.7	1.07	-7.0	0.893	18.1	-14.2	10.9	CCCCNC(=S)NNC(=O)c1cc(C)on1

(further entries)
No.	APOBEC3A inh	mIAP inh	hIAP act	hIAP inh	mIAP activ	ATG4B inh	PfG6PD inh	HKDC1 inhibitor	compound
41	0.9	5.1	0.997	0.3	0.949	0.5	6.5	-4.2	COc1ccc(Cn2c(CCC(=O)O)nc3cccnc32)cc1
42	-2.2	0.4	1.11	-11.0	0.996	44.3*	41.0	8.1	Cc1ccc(S(=O)(=O)N(Cc2ccccc2)Cc2ccco2)cc1
43	1.0	5.6	1.02	-1.8	0.944	3.2	1.4	-5.4	O=C(Nc1ccc2c(c1)OCCO2)c1cc(-c2ccccc2)nc2ccccc12
44	-1.6	-8.0	1.03	-3.3	1.08	71.0*	18.8	4.0	Cc1cc(N/N=C/c2ccc(F)cc2)nc(NCc2ccccc2)n1
45	-2.7	-0.4	0.845	15.5	1	25.3	9.5	-2.7	Cc1nc(N2CCN(Cc3ccc(Cl)cc3)CC2)c2oc3ccccc3c2n1
46	4.0	5.3	0.895	10.5	0.947	-4.4	0.1	2.6	Fc1ccc(-n2cc(-c3ccccc3)c3c(NN4CCOCC4)ncnc32)cc1
47	-4.2	-3.2	1.18	-18.0	1.03	-11.1	6.1	-4.9	O=c1c(N2CCCCC2)coc2ccccc12

An excerpt from above in order of formula weight, lowest first.
No.	APOBEC3A inh	mIAP inh	hIAP act	hIAP inh	mIAP activ	ATG4B inh	PfG6PD inh	HKDC1 inhibitor	compound
44	-1.6	-8.0	1.03	-3.3	1.08	71.0*	18.8	4.0	Cc1cc(N/N=C/c2ccc(F)cc2)nc(NCc2ccccc2)n1
42	-2.2	0.4	1.11	-11.0	0.996	44.3*	41.0	8.1	Cc1ccc(S(=O)(=O)N(Cc2ccccc2)Cc2ccco2)cc1
43	1.0	5.6	1.02	-1.8	0.944	3.2	1.4	-5.4	O=C(Nc1ccc2c(c1)OCCO2)c1cc(-c2ccccc2)nc2ccccc12

Screens deposited in PubChem by Sanford-Burnham Center for Chemical Genomics.
